LANA DNA inh = blocks KSHV LANA C-terminal domain binding to DNA; MBP-C-LANA/FAM-LBS DNA binding, fluorescence polarization; inhibition, % at 9 µM; 340,000 compounds, 0.078% hits; AID 504423;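 active = highest replicate inhibition at or above 60% at 9 µM, even if other replicates fall short; inactive = all replicates below 60% inhibition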;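 note: 0% = neutral control wells and 100% = 4 µM acridine orange control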
Keap1 Nrf2 FP = disrupts human Keap1 binding to Nrf2 peptide; Q14145; Keap1 Kelch-Nrf2 peptide fluorescence polarization, 1536-well; inhibition, % at 9.4 µM; 340,000 compounds, 0.15% hits; AID 504523; in the data active = inhibition above about 12%;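 note: human Keap1 Kelch domain with fluorescein labeled Nrf2 9mer peptide probe; 0% = neutral control wells and 100% = peptide positive control; higher means more block of Keap1 binding to Nrf2 peptide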
NSD2 inh = blocks human histone methyltransferase NSD2. O96028. NSD2 peptide methylation, AlphaScreen, 120 min. inhibition, % at 12.5 µM. 310,000 compounds, 0.54% hits; in the data active = inhibition above about 50%
SR-BI DiI-HDL act = activators of SR-BI mediated HDL lipid uptake. CHO ldlA[mSR-BI] cells, DiI-HDL uptake fluorescence, 3 h; 100 = double the neutral-control signal. AID 504775. 320,000 compounds, 0.096% hits. activation, % at 12.5 µM;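 active = mean replicate activation of at least 60% and every replicate at or above 60%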;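 note: 0% = median plate neutral-control signal and 100% = twice that signal; values of inactives mirror those of a sister screen read the other way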
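Test system: SR-BI-overexpressing, LDLR-lacking CHO cells; Medium: Ham's F12 with 0.5% BSA, HEPES 25 mM, pH 7.4; Schedule: 3 h, 37 °C; Technique: bottom-read fluorescence, 550/595 nm.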
SR-BI HDL uptake = inhibitors of mouse SR-BI mediated HDL lipid uptake; Q61009; ldlA[mSR-BI] CHO cells, DiI-HDL uptake fluorescence, 3 h; inhibition, % at 12.5 µM; 320,000 compounds, 0.96% hits;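 active = mean replicate inhibition of at least 70% and a set share of replicates each scoring 70 or more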;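 note: 0% = median of neutral control wells and 100% = median of positive control wells; values of inactives mirror those of a sister screen read the other way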
Cardiac RTF inh = cardiac RTF calcium desensitization. 340,000 compounds, 0.12% hits. IANBD-labeled cardiac RTF, Ca2+ fluorescence. P19429+P45379. inhibition, % at 7.15 µM;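 active = inhibition above the mean inhibition of all tested compounds plus 3 SD, cut at about 17% in these data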;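 note: assay run at fixed EC70 calcium of 1.6 mM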
Arrestin-AP2 inh = inhibitors of human beta-arrestin and AP2 interaction | 340,000 compounds, 0.31% hits | FITC-arrestin peptide / GST-AP2 beads, flow cytometry; AP2 beta2 appendage carries R879A mutation | inhibition, % at 10 µM;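 active = inhibition above a set limit, near 3 SD of compounds lacking own fluorescence, cut at about 54% in these data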;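 note: plate controls were DMSO wells for no effect and 5 µM unlabelled arrestin peptide for full effect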
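test system = AP2 appendage R879A on GSH beads | buffer or medium = PBS plus Tween 20 (0.05%) and BSA (0.1%) | incubation = 12 min plus 1 h, RT | detection = bead flow cytometry, FITC channel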
DAGLB inhibitor = blocks human DAGLB lipase activity | Q8NCG7 | HEK293T DAGLB membrane lysate, EnzChek fluorogenic substrate | inhibition, % at 5.17 µM | 340,000 compounds, 0.059% hits | AID 504411; in the data active = inhibition above about 34%;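 note: 0% = enzyme with vehicle and 100% = wells lacking enzyme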
Target sequence (Q8NCG7 whole entry, looked up): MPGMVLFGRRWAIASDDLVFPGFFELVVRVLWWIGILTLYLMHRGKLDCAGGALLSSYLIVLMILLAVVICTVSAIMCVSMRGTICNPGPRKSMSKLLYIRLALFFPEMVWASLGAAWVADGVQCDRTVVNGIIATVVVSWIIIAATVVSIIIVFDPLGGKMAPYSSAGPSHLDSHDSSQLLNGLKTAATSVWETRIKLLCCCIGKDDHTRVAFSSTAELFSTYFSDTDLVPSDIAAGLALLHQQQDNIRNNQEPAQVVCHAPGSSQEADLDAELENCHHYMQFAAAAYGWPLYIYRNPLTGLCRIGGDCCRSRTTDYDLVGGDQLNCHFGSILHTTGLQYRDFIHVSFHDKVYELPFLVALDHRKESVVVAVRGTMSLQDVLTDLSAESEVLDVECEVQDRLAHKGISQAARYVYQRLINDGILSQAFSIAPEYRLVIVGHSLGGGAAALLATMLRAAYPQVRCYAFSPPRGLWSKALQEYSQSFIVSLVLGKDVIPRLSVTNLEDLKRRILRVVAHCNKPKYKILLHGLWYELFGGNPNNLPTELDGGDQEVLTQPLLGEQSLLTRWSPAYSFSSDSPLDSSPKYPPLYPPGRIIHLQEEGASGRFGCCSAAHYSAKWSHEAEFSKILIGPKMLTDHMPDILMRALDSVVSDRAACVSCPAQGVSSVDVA
PvdQ acylase = blocks Pseudomonas aeruginosa PvdQ acylase activity; inhibition, % at 10 µM; purified PvdQ acylase, fluorescence plate reader; 340,000 compounds, 0.063% hits; in the data active = inhibition above about 30%, passing the limit was not always enough;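 note: 0% = vehicle neutral wells and 100% = reference inhibitor wells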
PKA-R2B activ = PKA-R2B complex activation; activation, % at 11.4 µM; PKA-R2B holoenzyme dissociation, Cy5-IP20 fluorescence polarization; R2B truncated from residue 108, S112A mutant; 0% DMSO only, 100% 113 µM cGMP; 340,000 compounds, 0.079% hits; P22694+P31323;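 active = activation above a cutoff set at the mean over all compounds plus 3 SD, cut at about 18% in these data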;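 note: higher means more holoenzyme dissociation and a rise in polarization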
Target sequence (P31323 whole entry, looked up, other chains not shown, the tested form may be a part): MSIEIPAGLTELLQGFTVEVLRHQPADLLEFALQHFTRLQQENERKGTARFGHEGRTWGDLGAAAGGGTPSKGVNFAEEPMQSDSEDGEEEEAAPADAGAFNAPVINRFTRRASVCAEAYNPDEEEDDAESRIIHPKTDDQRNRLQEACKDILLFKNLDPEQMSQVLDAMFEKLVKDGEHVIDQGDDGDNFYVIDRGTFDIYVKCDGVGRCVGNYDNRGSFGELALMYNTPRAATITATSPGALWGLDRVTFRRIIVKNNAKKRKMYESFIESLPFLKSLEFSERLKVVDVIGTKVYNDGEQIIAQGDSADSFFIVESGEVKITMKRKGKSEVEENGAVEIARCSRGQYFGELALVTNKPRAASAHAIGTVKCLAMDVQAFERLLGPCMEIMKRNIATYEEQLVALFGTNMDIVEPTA
* marks the source's active call; other numbers are inactive results; . = not tested or not shown; & = joins results of further samples. Outcome played no part in choosing rows, and some 2.1% of all compounds hit somewhere here.

SMILES	LANA DNA inh	Keap1 Nrf2 FP	NSD2 inh	SR-BI DiI-HDL act	SR-BI HDL uptake	Cardiac RTF inh	Arrestin-AP2 inh	DAGLB inhibitor	PvdQ acylase	PKA-R2B activ
CSc1[nH]c(=O)c(C(=O)O)cc1C#N	0.8	-0.9	-2.8	5.1	-5.1	-1.6	2.1	-2.0	-7.2	-12.7
c1ccc(C(c2ccccc2)c2noc(CN3CCN(CC4CC4)CC3)n2)cc1	-0.4	1.9	6.1	26.6	-26.6	11.7	12.9	-0.9	0.3	-2.7
CCOC(=O)c1cc2c3ccccc3n(CC)c2nc1N	-2.2	-3.1	1.5	-4.7	4.7	-1.9	7.0	-5.3	-18.0	-5.5
CC1CCc2c(ccc3ccccc23)C1=O (configuration not stated)	-2.5	3.1	-1.5	3.4	-3.4	4.2	37.5	-7.6	8.2	-2.8
COc1ccc(-c2nc3ccccc3nc2-c2ccc(OC)c(OC)c2)cc1OC	6.0	3.3	.	-16.6	16.6	2.7	-9.9	-0.3	-8.1	3.8
Cc1ccc(CNc2nc3ccccc3n2C)o1	-1.0	-5.9	0.4	-22.7	22.7	-15.8	-14.1	-0.8	-17.6	-1.6
O=S(=O)(Nc1ccccc1Cl)c1cc(NC(=S)NCCN2CCOCC2)ccc1Cl	0.6	0.4	0.9	.	.	-7.0	23.8	1.0	-0.1	1.8
O=C(Nc1ncccn1)c1ccc([N+](=O)[O-])cc1[N+](=O)[O-]	0.7	-1.2	13.0	4.3	-4.3	-8.4	-4.4	0.0	-5.5	0.3
COc1ccc(O)c(/C=N/NC(=O)c2c(C)nnn2-c2nonc2N)c1	1.3	3.3	.	-100.6	100.6*	4.0	7.4	2.0	7.0	-12.3
COc1ccc(CN(C)CC(=O)Nc2cc(OC)c([N+](=O)[O-])cc2C)c(OC)c1	3.7	-1.4	3.8	-4.1	4.1	4.2	1.7	-3.9	-0.8	-9.5
CCOc1cc(C2C(C#N)=C(N)SC(N)=C2C#N)ccc1OCCN1CCOCC1	0.3	-19.5	3.3	1.6	-1.6	-11.4	-4.6	-0.5	7.3	-15.0
O=C(NN=C1CCC(c2ccccc2)CC1)c1cc2c(s1)CCCC2 (configuration not stated)	-1.2	-5.9	-4.4	7.0	-7.0	7.2	-1.4	-13.2	-5.9	-9.3
CCC(C)NC(=O)c1cn(CC)c2ccc(S(=O)(=O)N3CCCCC3)cc2c1=O (configuration not stated)	0.1	-4.7	-3.9	12.4	-12.4	8.2	-0.3	0.1	-12.0	-6.3
Cn1ccsc1=NC(=O)c1ccc(CS(C)(=O)=O)cc1	0.9	-1.2	.	9.3	-9.3	8.4	15.4	-0.8	-12.3	1.4
COC(=O)c1ccccc1NC(=O)CSc1nccc(C)n1	-0.2	1.8	1.3	17.1	-17.1	-0.8	32.3	-1.4	-8.2	5.9
C[C@H](CCC(=O)NCC(=O)O)[C@H]1CC[C@H]2[C@@H]3[C@H](O)C[C@@H]4C[C@H](O)CC[C@]4(C)[C@H]3C[C@H](O)[C@]12C	0.5&3.7&-2.8	-2.6&2.2&0.0	.	12.3&4.4&12.1	-12.3&-4.4&-12.1	5.2&-10.9&1.1	19.9&1.6&6.2	1.6&-0.9&2.9	3.9&-6.8&-1.4	-1.1&6.0&-8.0
CC1CCC2C(=O)N(c3cc(Cl)ccc3OC(=O)c3ccco3)C(=O)C2C1 (configuration not stated)	-2.5	-0.7	6.1	6.2	-6.2	-8.5	0.4	-0.8	-9.9	5.0
O=C(CCCN=C1NS(=O)(=O)c2ccccc21)OCC(=O)c1ccc(F)c(F)c1	-0.9	2.3	0.8	4.6	-4.6	-2.8	4.8	1.9	16.2	1.4
Cc1ccccc1-n1nc(C)c2c1N=C1C(Cl)=CC(Cl)=CN1C2c1ccc(C(=O)O)cc1 (configuration not stated)	-0.1	-7.7	51.3*	-8.3	8.3	-5.3	18.2	2.6	10.0	-11.3
CC1CCCCC1NC1=NCCS1 (configuration not stated)	0.5	1.5	-3.9	10.6	-10.6	4.7	28.0	-0.3	-1.8	4.8
CCN(C(=O)c1ccnc(C(C)(C)C)c1)c1ccccc1	3.0	3.6	-3.1	1.3	-1.3	0.4	3.6	-3.6	-9.1	5.6
Cn1nnc(NC(=O)c2ccc(Br)o2)n1	-0.3	-2.8	-0.6	.	10.6	2.2	10.0	2.8	1.3	1.7
CCCCOc1ccc(C(=O)N/C(=C/C=C/c2ccccc2)C(=O)NCCCO)cc1	2.4	3.8	-0.4	19.5	-19.5	-1.3	1.0	-2.5	11.3	-2.9
CC1CCCC(C)N1C(=O)CSc1nnc(COc2ccc(F)cc2)o1 (configuration not stated)	-0.6	0.8	1.4	7.5	-7.5	-17.3	-8.5	0.3	-15.4	0.9
Cc1sc2nc(COC(=O)c3ccc(O)cc3)[nH]c(=O)c2c1C	0.6	-6.4	0.2	.	.	-11.6	-6.4	7.3	-4.1	-3.7
CC(C)C(NC(=O)c1ccc(C(C)(C)C)cc1)C(=O)NCC(c1ccccc1)N(C)C (configuration not stated)	-0.9	-0.3	2.1	.	.	-3.2	4.2	-15.3	-8.5	1.6
COc1ccc(NC(=O)CS(=O)c2ccc(Cl)c(Cl)c2)cc1 (configuration not stated)	-0.4	-2.5	-2.1	7.8	-7.8	-7.8	8.1	-1.9	-7.5	-8.3
CC1CCc2nn(CC(=O)NCc3ccc(F)cc3)cc2C1 (configuration not stated)	2.2	0.3	.	12.0	-12.0	-8.3	2.4	-1.6	-19.6	-3.5
CCCN(C(=O)CSc1ncccn1)C1CCS(=O)(=O)C1 (configuration not stated)	-0.3	-0.8	6.4	18.7	-18.7	-1.6	6.8	0.1	-7.0	3.0
Cc1onc(-c2c(F)cccc2Cl)c1C(=O)NCCc1ccc(S(N)(=O)=O)cc1	0.1	0.6	1.3	-6.8	6.8	2.5	14.1	0.3	2.5	-12.0

One compound at a time, from the list above. Screens in order: LANA DNA inh, Keap1 Nrf2 FP, NSD2 inh, SR-BI DiI-HDL act, SR-BI HDL uptake, Cardiac RTF inh, Arrestin-AP2 inh, DAGLB inhibitor, PvdQ acylase, PKA-R2B activ
`CC1CCc2nn(CC(=O)NCc3ccc(F)cc3)cc2C1` (configuration not stated) as listed: 2.2, 0.3, ., 12.0, -12.0, -8.3, 2.4, -1.6, -19.6, -3.5
`C[C@H](CCC(=O)NCC(=O)O)[C@H]1CC[C@H]2[C@@H]3[C@H](O)C[C@@H]4C[C@H](O)CC[C@]4(C)[C@H]3C[C@H](O)[C@]12C` as listed: 0.5&3.7&-2.8, -2.6&2.2&0.0, ., 12.3&4.4&12.1, -12.3&-4.4&-12.1, 5.2&-10.9&1.1, 19.9&1.6&6.2, 1.6&-0.9&2.9, 3.9&-6.8&-1.4, -1.1&6.0&-8.0

(more compounds)
SMILES	LANA DNA inh	Keap1 Nrf2 FP	NSD2 inh	SR-BI DiI-HDL act	SR-BI HDL uptake	Cardiac RTF inh	Arrestin-AP2 inh	DAGLB inhibitor	PvdQ acylase	PKA-R2B activ
Cc1ccccc1C(=O)N1CC(=O)Nc2ccc(F)cc2C1c1ccc(F)cc1 (configuration not stated)	-0.4	1.5	.	-8.5	8.5	0.6	42.3	-3.4	-0.9	-11.5
CC(=O)N(NC(=O)c1ccc(C)cc1)C1CC(=O)N(c2ccccc2Cl)C1=O (configuration not stated)	0.0	-3.2	-6.3	5.6	-5.6	11.8	30.8	-1.2	10.7	-12.0
CCOc1ccc(N2CC(C(=O)Oc3ccccc3)CC2=O)cc1 (configuration not stated)	-0.9	-3.4	-2.3	6.7	-6.7	-32.8	-4.3	-0.4	-5.0	7.5
COc1ccc2oc(C)c(C(=O)c3ccc([N+](=O)[O-])cc3)c2c1	0.2	-1.9	9.8	-51.3	51.3	-8.0	-5.3	-4.7	-14.7	13.9
O=S(=O)(c1ccccc1)N1c2cc(Cl)ccc2Oc2nc3ccccc3nc21	-1.5	-0.8	-1.1	-15.8	15.8	3.0	9.0	-0.8	3.5	-3.4
O=[N+]([O-])c1ccc(NCCNc2ccc([N+](=O)[O-])cc2)cc1	1.9	1.3	-0.6	-33.3	33.3	-6.1	-14.4	1.2	-5.3	-8.4
CC(C)(C)OC(=O)n1cccc1/C=C1\c2ccccc2C(=O)N1c1ccccc1	-0.4	0.5	.	6.0	-6.0	-10.7	11.2	-0.8	-6.6	-2.0
CC1CCCN(S(=O)(=O)c2cccc(C(=O)NCc3ccco3)c2)C1 (configuration not stated)	-2.1	0.3	10.6	24.7	-24.7	-8.5	2.3	-1.8	3.0	-0.2
COc1cc([N+](=O)[O-])cc(/C=N/NC(=O)c2cc(-c3ccccc3)nc3ccccc23)c1O	0.6	-6.5	-1.5	-116.8	116.8*	-13.1	-6.9	13.6	7.1	-14.1
Cc1ccc(-c2c(C(=O)N/N=C/C3CCCCC3)nnn2-c2nonc2N)cc1	-0.5	-1.7	.	-0.1	0.1	7.0	8.2	-0.6	-18.0	-4.4
COc1ccc(NC2CCCN(C(=O)CCc3ccccc3F)C2)cc1 (configuration not stated)	-0.5	-5.7	16.1	14.8	-14.8	3.0	1.5	0.9	-12.4	3.5
COc1ccc(/C=C/C(=O)Nc2c(C)nn(C)c2C)cc1COc1ccc(Cl)cc1Br	0.1	0.1	5.1	-53.2	53.2	-4.0	-6.3	1.8	-10.2	0.8
COc1ccc2c(c1)OC[C@H]1[C@@H]2N2C(=O)CNC(=O)[C@@]2(C)[C@H]1c1ccccc1	1.2	-0.9	.	-2.4	6.9	-11.4	4.9	-2.4	-3.6	0.1
O=C(NCCN1CCCCC1)Nc1cccc(Cl)c1Cl	-0.7	-0.9	0.3	14.5	-14.5	-5.1	5.6	-2.1	-0.3	6.3
COc1ccc(OCc2cc(C(=O)N3CCN(CC4CC4)CC3)no2)c(Cl)c1	0.9	-2.9	5.1	-10.6	10.6	-4.9	6.5	-1.2	8.4	-5.7
O=C(Cc1c(Cl)cccc1Cl)OCc1ccccn1	-0.5	-0.9	2.3	.	.	-9.6	-9.2	-8.9	-6.7	3.9
CCCN1C(=O)c2cc(C(=O)Nc3ccc(OC)cc3OC)ccc2C1Nc1ccc(OC)cc1OC (configuration not stated)	1.4	1.2	1.1	-73.7	73.7*	0.4	3.8	2.4	-10.8	4.5
CN(C)c1ccc(NC(=O)COC(=O)CCC(=O)c2ccc(F)cc2)cc1	-0.1	-4.7	1.9	-6.4	6.4	-9.0	15.4	-0.2	-9.6	-2.8
CC1Cc2ccccc2N1C(=O)c1cc2cccnc2n(C)c1=O (configuration not stated)	1.1	-1.2	-0.5	-1.7	1.7	-14.4	-4.7	2.6	-11.6	-3.7
Cc1nc(C)c(C(=O)NCCC(c2ccccc2)c2ccccc2)o1	-4.1	-2.2	-2.4	-3.1	3.1	2.2	-18.4	-5.5	-2.9	-10.1
COc1cc(C2c3c(c(C)c(C)oc3=O)Oc3c(C)c(C)oc(=O)c32)ccc1OS(=O)(=O)c1ccc(C)cc1	-1.7	-7.3	.	24.0	-24.0	-2.6	2.2	-3.4	1.3	-13.1
COC(=O)c1cccc(S(=O)(=O)N2CCCCC2)c1	-0.1	-0.3	-3.1	0.3	-0.3	-4.4	0.1	-0.3	1.5	0.9

Assay outcomes (PubChem BioAssay)
